Bioassay records (PubChem)
TRPC4 act: activators of mouse TRPC4 channel; Q9QUQ5; HEK293 TRPC4beta/mu-opioid, Fluo4 calcium fluorescence; active compounds read high; B-score at 10 µM; 310,000 tested, 0.49% active; AID 2237;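 active = B-score above 5 SD of library B-scores, and initial fluorescence ratio not above library mean plus 5 SD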;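 note: positive B-score marks a calcium rise read as TRPC4 activation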
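System: HEK293 cells stably co-expressing mouse TRPC4beta and mu-opioid receptor; Schedule: Fluo4 dye loading 45 min at room temperature, 110 s recording; Detection: Fluo4 fluorescence, kinetic; Evaluation: B-scored integrated calcium fluorescence ratio; Controls: buffer (low) and maximal DAMGO (high).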
DYRK1A inh: inhibitors of rat Dyrk1A kinase. Q63470. inhibition, % at 12.5 µM. ADP-Glo luminescence, NFATc1 peptide. AID 504441. 310,000 tested, 0.43% active; in the data active = inhibition above about 50%;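 note: plate controls were vehicle with enzyme for no effect and no enzyme for full effect; many of its hits are not listed in these tables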
hERG rescue: shields human hERG channel from block by proarrhythmic agents | 310,000 tested, 0.51% active | CHO-hERG, FluxOR thallium flux, dofetilide IC70 present | activation (rescue from dofetilide block), less the hit threshold, % at 10 µM;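 active = activation above the mean of controls blocked by dofetilide plus 5 SD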;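 note: thallium influx through hERG after potassium depolarization seen as dye fluorescence rise; in these data hits start at about 4.7%; inactives centre near -7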
Target sequence (Q12809 whole entry, looked up): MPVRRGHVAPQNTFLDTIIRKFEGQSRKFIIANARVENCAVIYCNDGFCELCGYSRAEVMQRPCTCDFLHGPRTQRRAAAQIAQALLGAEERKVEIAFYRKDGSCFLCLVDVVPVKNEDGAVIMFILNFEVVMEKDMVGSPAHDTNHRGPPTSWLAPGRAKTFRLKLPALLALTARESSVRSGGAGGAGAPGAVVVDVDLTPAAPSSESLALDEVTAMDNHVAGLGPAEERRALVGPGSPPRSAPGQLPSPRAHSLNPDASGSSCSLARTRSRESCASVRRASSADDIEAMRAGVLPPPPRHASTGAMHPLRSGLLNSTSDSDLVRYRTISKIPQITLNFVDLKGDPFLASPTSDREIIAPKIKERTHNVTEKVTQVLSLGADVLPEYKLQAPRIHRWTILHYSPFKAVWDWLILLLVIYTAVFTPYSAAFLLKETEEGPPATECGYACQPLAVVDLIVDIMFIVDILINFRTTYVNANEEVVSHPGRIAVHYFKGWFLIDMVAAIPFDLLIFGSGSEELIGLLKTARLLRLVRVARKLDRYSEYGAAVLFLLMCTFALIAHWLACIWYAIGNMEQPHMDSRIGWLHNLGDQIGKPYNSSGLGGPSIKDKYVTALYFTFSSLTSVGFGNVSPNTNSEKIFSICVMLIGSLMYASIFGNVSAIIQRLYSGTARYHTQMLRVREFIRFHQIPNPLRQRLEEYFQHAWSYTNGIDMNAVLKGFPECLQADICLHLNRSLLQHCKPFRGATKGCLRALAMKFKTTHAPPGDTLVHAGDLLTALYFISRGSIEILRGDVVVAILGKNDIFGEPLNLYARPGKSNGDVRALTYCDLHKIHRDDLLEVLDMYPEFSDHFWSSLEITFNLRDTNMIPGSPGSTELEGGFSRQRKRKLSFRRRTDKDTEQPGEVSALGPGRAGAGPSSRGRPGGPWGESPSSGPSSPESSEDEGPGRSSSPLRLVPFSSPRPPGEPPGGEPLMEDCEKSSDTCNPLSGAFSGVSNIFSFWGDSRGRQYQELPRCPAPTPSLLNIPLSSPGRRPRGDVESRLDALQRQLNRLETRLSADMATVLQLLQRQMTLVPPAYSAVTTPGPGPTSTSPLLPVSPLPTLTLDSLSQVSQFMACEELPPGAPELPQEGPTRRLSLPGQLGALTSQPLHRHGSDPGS
KCNK9 inh: blocks the human KCNK9 two-pore domain potassium channel; AID 488922; 310,000 tested, 1.2% active; HEK293 KCNK9, FluxOR thallium flux fluorescence; active compounds read low; B-score at 10 µM; Q9NPC2;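 active = ratio B-score over 3 SD below the library mean, with starting fluorescence within 5 SD of its mean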;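 note: negative B-score means less thallium flux so channel inhibition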
KCNQ1 act: potentiators or activators of human KCNQ1 potassium channel; P51787; CHO-K1 KCNQ1, thallium flux FluxOR fluorescence; active compounds read high; B-score at 10 µM; 310,000 tested, 0.35% active; AID 2648;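 active = fluorescence ratio B-score, a plate-corrected score, at least three library SD, with initial intensity B-score within 5 SD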
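Assay system: CHO-K1 cells stably expressing KCNQ1. Medium: assay buffer for compound exposure, DMSO matched across wells. Timing: 37 °C overnight plating, 90-min dark dye load, 20-min compound pretreatment. Signal: kinetic FluxOR fluorescence, 10 s baseline plus 110 s post-stimulus.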
TRPC4 potent: allosteric potentiators of mouse TRPC4 channel | AID 2227 | B-score at 10 µM | HEK293 TRPC4beta/mu-opioid, DAMGO EC20, Fluo-4 Ca2+ flux; active compounds read high | Q9QUQ5 | 310,000 tested, 0.42% active;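 active = B-score of calcium response area above 5 SD of library B-scores, with initial fluorescence ratio within 5 SD of library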;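 note: B-score of integrated fluorescence ratio over time as area under calcium response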
KCNQ1 inh: inhibitors of human KCNQ1 potassium channel; P51787; CHO-K1 KCNQ1, FluxOR thallium flux fluorescence; active compounds read high; B-score at 10 µM; 310,000 tested, 1.3% active;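 active = compounds whose thallium flux B-score, printed positive for inhibition, exceeds three library SD while starting fluorescence stays within three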;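 note: channel opened by potassium depolarization with thallium stimulus after 20 min compound exposure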
HDAC3 inhib: human HDAC3 inhibition. recombinant HDAC3, fluorogenic peptide/trypsin coupled, fluorescence. inhibition, % at 8.3 µM. 320,000 tested, 0.15% active; in the data active = inhibition above about 26%, passing the limit was not always enough
ANO1 activ: activators or potentiators of mouse TMEM16A chloride channel. HEK293 TMEM16A/YFP-H148Q/I152L, iodide quench fluorescence; active compounds read low. B-score at 10 µM. AID 623877. Q8BHY3. 340,000 tested, 0.3% active;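 active = fluorescence-ratio B-score plate-corrected deviation score at least 3 library SD below zero, with starting fluorescence score within 5 deviations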;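 note: channel opened by trigger with iodide after compound preincubation; score built on the fluorescence ratio of max minus min over baseline; more negative score means more quench and so TMEM16A activation or potentiation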
TMEM16A inh: blocks the mouse calcium-activated chloride channel TMEM16A; Q8BHY3; HEK293 TMEM16A/YFP iodide influx fluorescence, ionomycin; normalized B-score (activity score, 25-100; higher = stronger inhibition) at 10 µM; 310,000 tested, 1.2% active; AID 588511;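 active = ratio plate-corrected score three or more library SD toward inhibition, starting fluorescence score within five deviations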;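 note: score derived from kinetic fluorescence span divided by baseline fluorescence per well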
KCNK3 block: human KCNK3 channel inhibition, primary screen | O14649 | CHO-KCNK3 thallium flux, FluxOR fluorescence; active compounds read low | B-score at 10 µM | 340,000 tested, 0.84% active;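 active = B-score under library mean minus 4 SD, starting fluorescence ratio at most library mean plus 5 SD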;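 note: more negative B-score means stronger inhibition of thallium flux through KCNK3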
Starred values were filed as active, the others as inactive; i = inactive; nt = no result given.

SMILES	TRPC4 act	DYRK1A inh	hERG rescue	KCNK9 inh	KCNQ1 act	TRPC4 potent	KCNQ1 inh	HDAC3 inhib	ANO1 activ	TMEM16A inh	KCNK3 block
CCCOc1ccc(Cc2nc(N)nc(N)n2)cc1	i	1.2	-0.4	i	i	i	i	-5.4	i	i	i
O=C(NCC(=O)N(Cc1ccco1)C(C(=O)NC1CCCCC1)c1cccnc1)c1cccs1 (stereo not given)	i	-9.0	-14.3	i	i	i	i	0.0	i	i	i
Cc1cccc(C(=O)NNC(=O)c2c(-c3ccccc3Cl)noc2C)c1O	i	-6.4	-14.5	i	i	i	i	2.3	i	i	i
Nc1ccc(C(=O)Nc2cccc3ncccc23)cc1	i	2.7	-6.9	i	i	i	i	13.8	i	i	i
CCn1ccc(C(=O)N2CCN(c3ncccn3)CC2)n1	i	-9.2	-4.7	i	i	i	i	2.8	i	i	i
ONC=Nc1cccc2nonc12	i	10.0	-4.8	i	i	i	i	-2.7	i	i	i
CCC(C)(C)NC(=O)C(c1ccncc1)N(Cc1ccc(C)cc1)C(=O)c1csnn1 (stereo not given)	i	-13.2	-11.6	i	i	i	i	2.1	i	i	i
O=C(/C=C/c1ccco1)Nc1nnc(-c2ccco2)s1	i	0.6	-1.9	i	i	i	i	3.0	i	i	i
Cc1nc2ccc(NC(=O)CCS(=O)(=O)c3ccccc3)cc2s1	i	4.4	-5.6	i	i	i	i	-2.5	i	i	i
CC(=O)Nc1ccc(-c2cn3cc(C)ccc3n2)cc1	i	3.0	-6.2	i	i	i	i	-0.3	i	i	i
COc1ccc(S(=O)(=O)N2CCC(C(=O)NCc3ccncc3)CC2)cc1C	i	-0.9	-4.6	i	i	i	i	0.7	i	i	i
CCOc1cc(C2C(C(C)=O)=C(C)Nc3ncnn32)ccc1O (stereo not given)	i	-0.7	-6.6	i	i	i	i	-7.5	i	i	i
Cc1cccc(C)c1NC(=O)NC1(C(=O)NCc2ccncc2)CCCCC1	i	-2.4	-7.7	i	i	i	i	-5.5	i	i	i
Cc1cccc2[nH]c3c(N4CCN(C(=O)c5ccco5)CC4)ncnc3c12	i	14.6	-16.5	i	i	i	i	-8.9	i	i	i
O=C(Cn1c(=O)n(CC(=O)NCc2ccccc2)c2ccccc21)NCc1ccccc1	i	4.0	0.6	i	i	i	i	-10.3	i	i	i
NNC(=O)Nc1cccc(C(F)(F)F)c1	i	nt	-8.3	i	i	i	i	2.8	i	i	i
Cc1c(C(=O)OCC(=O)Nc2ccc(N3CCOCC3)cc2)oc2ccccc12	i	-0.4	-8.0	i	i	i	i	-0.5	i	i	i
O=C(N/N=C/c1ccncc1)c1ccc(NC(=O)c2cccc(Cl)c2)cc1	i	-0.7	-2.8	i	i	i	i	-3.6	i	i	i
COCCn1c(CN2CCN(c3ccccc3)CC2)nc2c1c(=O)n(C)c(=O)n2C	i	1.3	-15.5	i	i	i	i	-4.0	i	i	i
CN1CCN(NC(=O)c2ccc(Cl)c(S(=O)(=O)Nc3ccc(Cl)cc3)c2)CC1	i	-3.5	-4.2	i	i	i	i	-5.9	i	i	i
COc1cccc(CNc2ncnc3cc(OC)c(OC)cc23)c1	i	9.5	-2.9	i	i	i	i	4.0	i	i	i
CC1(C)COC(/C=C/c2ccc([N+](=O)[O-])cc2)=N1	i	-3.5	-3.8	i	i	i	i	2.1	i	i	i
O=C(NN1CCOCC1)c1cc(-c2ccccc2)nc2ccccc12	i	2.2	-3.6	i	i	i	i	-1.4	i	i	i
CN(C)c1ccc(/C=N/NC(=O)c2ccco2)cc1	i	-0.7	-10.2	i	i	i	i	8.4	i	i	i
COc1ccc(S(=O)(=O)Nc2ccc3c(c2)OCCO3)cc1OC	i	0.4	-9.4	i	i	i	i	-0.2	i	i	i

The list goes on:
SMILES	TRPC4 act	DYRK1A inh	hERG rescue	KCNK9 inh	KCNQ1 act	TRPC4 potent	KCNQ1 inh	HDAC3 inhib	ANO1 activ	TMEM16A inh	KCNK3 block
COCCCNCC(O)COc1ccccc1F (stereo not given)	i	nt	-11.2	i	i	i	i	-9.3	i	i	i
COCn1c(-c2ccc(OC)cc2)nc2ccccc21	i	-5.2	-2.7	i	i	i	i	-12.1	i	i	i
CN(C#N)c1nc(Cl)nc(Nc2cccc(Cl)c2)n1	i	9.7	-8.2	i	i	i	i	-6.1	i	i	i
COc1ccc(CNC(=O)Nc2cccs2)cc1OC	i	1.0	-5.4	i	i	i	i	3.5	i	i	i
N/C(=N\OC(=O)CCC1CCCCC1)c1cccc([N+](=O)[O-])c1	i	4.1	-8.0	i	i	i	i	0.8	i	i	i
COc1ccc(-n2cnc(N)c2C(=O)c2cccc([N+](=O)[O-])c2)cc1	i	-5.4	-8.4	i	i	i	i	0.5	i	i	i
COc1ccc(C(=O)Nc2ccc(C3=NNC(=O)CC3C)cc2NC(=O)c2ccc(OC)cc2)cc1 (stereo not given)	i	-2.3	-9.2	i	i	i	i	-4.6	i	i	i
Cc1c(Br)c([N+](=O)[O-])nn1CC(=O)NC1CCCCCC1	i	2.5	-12.2	i	i	i	i	-0.4	i	i	i
O=C(Nc1cccc2c1CCCC2)c1ccccc1Br	i	3.7	0.0	i	i	i	i	-0.7	i	i	i
O=C(CSc1nc(-c2ccccc2)ns1)NCC1CCCO1 (stereo not given)	i	4.5	-8.8	i	i	i	i	3.2	i	i	i
COc1ccccc1CNC(=O)C(C)n1cccc1C(=O)c1ccccc1 (stereo not given)	i	1.9	-9.2	i	i	i	i	8.6	i	i	i
CCOc1ccc(NC(=O)c2ccccc2NS(=O)(=O)c2ccc(F)cc2)c([N+](=O)[O-])c1	i	-10.8	-14.9	i	i	i	i	-11.3	i	25*	i
CO/N=C/c1ccc(Sc2ccccc2)c([N+](=O)[O-])c1	i	3.3	-10.4	i	i	i	i	-3.6	i	i	i
O=C(NCc1ccccc1)C1=C[C@H](C2CCCCC2)C[C@H](OCc2ccc(CO)cc2)O1	i	8.0	-7.2	i	i	i	i	10.1	i	i	i
O=C(NCCc1c[nH]c2ccccc12)C(=O)NCC(c1cccnc1)N1CCN(c2ccccc2)CC1 (stereo not given)	i	-6.0	-14.7	i	i	i	i	1.6	i	i	i
CCC(Oc1ccccc1)C(=O)N1CCN(C(=O)C(CC)Oc2ccccc2)CC1 (stereo not given)	i	-8.0	-8.7	i	i	i	i	-1.2	i	i	i
O=C(NCCCN1CCOCC1)C1(c2ccccc2)CCOCC1	i	-2.3	-13.5	i	i	i	i	-1.8	i	i	i
Cc1ccc(Sc2c(O)c3ccccc3n(C)c2=O)cc1	i	-4.6	-6.6	i	i	i	i	nt	i	nt	i
CCCCn1c(CCC)nc([N+](=O)[O-])c1Sc1ccc(Cl)cn1	i	8.5	-12.4	i	i	i	i	4.4	i	i	i
Nc1cccc2[nH]c(C(F)(F)F)nc12	i	nt	-9.2	i	i	i	i	8.2	i	i	i
Cc1nn(Cc2ccc(F)cc2)c(C)c1NC(=O)c1cccnc1Cl	i	-1.9	-12.4	i	i	i	i	-2.2	i	i	i
CC12Cc3ccc4ccccc4c3C=C1C[N+](C)(C)C2 (stereo not given)	i	10.0	-4.8	i	i	i	i	-4.4	i	i	i
O=C(Nc1nc2ccc(Cl)cc2s1)[C@@H]1CCCN1C(=O)c1cccs1	i	28.1	-8.6	i	i	i	i	-2.1	i	i	i
CC1CCCN(C(=O)CSc2nnc(-c3ccncc3)n2C)C1 (stereo not given)	i	2.8	-2.5	i	i	i	i	5.5	i	i	i
Cn1c(SCC(=O)NC2CCCCC2)nnc1-c1ccc(N)cc1	i	-2.2	-5.1	i	i	i	i	0.9	i	i	i

Remaining list, next part.
SMILES	TRPC4 act	DYRK1A inh	hERG rescue	KCNK9 inh	KCNQ1 act	TRPC4 potent	KCNQ1 inh	HDAC3 inhib	ANO1 activ	TMEM16A inh	KCNK3 block
Cc1ccc(C(=O)Nc2ccnc(-c3cccnc3)n2)cc1	i	59.6*	-4.6	i	i	i	i	nt	i	i	i
NS(=O)(=O)c1ccc(NCc2cc(Cl)ccc2OCc2ccccc2F)cc1	i	-2.8	-8.3	-14.9*	i	i	i	1.1	i	i	i
CC(C)C(NS(=O)(=O)c1c(Cl)cccc1Cl)C(=O)OCC(=O)c1c[nH]c2ccccc12 (stereo not given)	i	-2.1	-7.5	i	i	i	i	2.1	i	i	i
CCOC(=O)N1CCN(C(=O)CSc2ccc(Cl)cc2)CC1	i	-2.0	-0.3	i	i	i	i	-6.2	i	i	i
COC(=O)[C@]1(C)N[C@H](c2ccc(-c3ccc(F)cc3)cc2)[C@@H]2C(=O)N(C)C(=O)[C@@H]21	i	3.4	-4.6	i	i	i	i	1.3	i	i	i
N#Cc1cc(C(=O)c2cc(F)ccc2O)cn(-c2nccs2)c1=O	i	11.3	-13.1	i	i	i	8*	6.3	i	i	i
Nn1cc(-c2ccccc2)nc1SCC(=O)NCC(F)(F)F	i	1.2	4.1	i	i	i	i	8.7	i	i	i
COc1ccc(C2C(C(C)=O)=C(O)C(=O)N2c2nc3ccccc3s2)cc1OC (stereo not given)	i	-5.3	-18.2	i	i	i	i	6.6	i	i	i
CN(C)c1ccc(/C=N/NC(=O)c2ccnn2C)cc1	i	-9.0	-2.0	i	i	i	i	12.3	i	i	i
O=C(Nc1ccc2nc3n(c(=O)c2c1)CCCC3)c1ccccc1F	i	-3.0	-13.7	i	i	i	i	-2.8	i	i	i
COc1ccc(C(=O)Nc2nnc(SCC(=O)Nc3ccc(NC(C)=O)cc3)s2)c(OC)c1	i	1.4	-6.2	i	i	i	i	-3.1	i	i	i
O=S(=O)(Cc1ccc(Cl)cc1)N1CCN(c2ncccn2)CC1	i	-4.7	-9.2	i	i	i	i	-3.6	i	i	i
CC(CC(=O)Nc1ccc(F)c([N+](=O)[O-])c1)c1ccccc1 (stereo not given)	i	1.4	-3.5	i	i	i	6*	0.2	i	i	i
O=C(O)c1ccc(N/N=C/c2ccc(-c3ccccc3Cl)o2)cc1	i	17.8	-13.3	i	i	i	i	-15.7	i	i	i
O=C(CCC1CCCN(C(=O)C2=CCCCC2)C1)N1CCN(c2ccccn2)CC1 (stereo not given)	i	-3.6	-7.0	i	i	i	i	-4.1	i	i	i
Cc1cc(NC(=O)CCCC(=O)Nc2ccc(F)cc2)no1	i	-1.6	-8.7	i	i	i	i	-0.6	i	i	i
CCCN(CCC)S(=O)(=O)c1cccc(C(=O)N=c2sccn2C)c1	i	-3.5	-9.9	i	i	i	i	-0.3	i	i	i
COC(=O)c1c(NC(=O)c2ccco2)sc(C(=O)Nc2ccc(F)cc2)c1C	i	-6.7	3.0	i	i	i	i	1.8	i	i	i

The list is partial; rates above refer to the full screens.
